p53 reactivator: re-activators of mutant p53 | H1299 p53-A138V BP100-luciferase reporter, luminescence, 24 h | Potency, µM (highest dose often 92.2 µM), inactives show at the highest dose activity change, positive = activation, hits mostly activators | 320,000 compounds, 0.063% hits | AID 504706; note: % of control where 0% means no effect; nearly all actives have a fitted effect of over 45% in size
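p53-null H1299 cells stably carrying temperature-sensitive p53-A138V and a BP100-luciferase reporter were pinned with compounds (4-point, 1:5 series) and held 24 hrs at 37 deg C. Luminescence was read 10 min after detection reagent.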
NPC1 prom act: activates the NPC1 promoter | Huh7 NPC1 promoter luciferase reporter, 24 h | Potency, µM (highest dose often 9.22 µM), without a hit: at the top dose activation, most hits filed as activators | 320,000 compounds, 2.4% hits | AID 485313;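 note: % of control where 0% means no effect; nearly all actives have a fitted effect of over 60% in size; reporter is driven by a mutant NPC1 promoter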
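Cells: Huh7 expressing luciferase under the NPC1 promoter, 1500/well. Seeded 2 h, compound added, incubated 24 h at 37 °C. Luciferase reagent, 10 min ambient, then luminescence.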
BRCA1 expr act: BRCA1 expression activation; MCF7-BRCA1-FFLuc reporter, luminescence, 48 h; response scale: scaled: vehicle 0%, 10 µM genistein 100%; Potency, µM (series often up to 46.1 µM), inactives show top-dose activation, actives largely listed as activators; 380,000 compounds, 1.1% hits; note: nearly all actives have a fitted effect of over 80% in size; some results filed as inactive show a strong effect at the top dose
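Cells: MCF7-BRCA1-FFLuc, 2000/well. Exposure: 48 h, 37 °C, 5% CO2. Read: luminescence, 15 min post-substrate. Controls: genistein 10 microM (maximal activation), DMSO (neutral).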
MBNL1 CUG block: blocks human MBNL1 binding to CUG repeat RNA; 280,000 compounds, 0.036% hits; Q9NR56; Potency, µM (highest dose often 57.5 µM), for the others: at the top dose activity change, negative = inhibition, actives largely listed as inhibitors; TR-FRET MBNL1-His/biotin-(CUG)12 binding, 665/545 ratio; active = well fitted inhibition curve with a large enough effect in the signal ratio, with a control signal flat, not every such curve was filed as active; inconclusive = small, poorly fitted or top-dose-only effect, or effect the other way, or a change in a side signal; inactive = no such curve, though single readings can be large or run the other way; the % refers to the signal ratio; note: % is set by controls: 0 for no effect and ±100 for the full control effect
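Compounds (final 92 nM to 58 uM) are added to His-tagged MBNL1 and biotin-(CUG)12, then terbium anti-His antibody and streptavidin-XL665 (5 nM final). After 60 min at room temperature, the 665/545 nm ratio is read.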
RORgamma inh: inhibitors of mouse ROR gamma transcriptional activity; P51450; Drosophila S2 Gal4-RORgamma UAS-luciferase reporter, 20 h; Potency, µM (titrated, usually from 53.6 µM), for the others: top-dose activity change, negative = inhibition, usual class: inhibitors; 310,000 compounds, 5.4% hits; AID 2551; note: % is set by controls: 0 for no effect and ±100 for the full control effect; nearly all actives have a fitted effect of over 60% in size
Target sequence (P51450 whole entry, looked up, the tested form may be a part): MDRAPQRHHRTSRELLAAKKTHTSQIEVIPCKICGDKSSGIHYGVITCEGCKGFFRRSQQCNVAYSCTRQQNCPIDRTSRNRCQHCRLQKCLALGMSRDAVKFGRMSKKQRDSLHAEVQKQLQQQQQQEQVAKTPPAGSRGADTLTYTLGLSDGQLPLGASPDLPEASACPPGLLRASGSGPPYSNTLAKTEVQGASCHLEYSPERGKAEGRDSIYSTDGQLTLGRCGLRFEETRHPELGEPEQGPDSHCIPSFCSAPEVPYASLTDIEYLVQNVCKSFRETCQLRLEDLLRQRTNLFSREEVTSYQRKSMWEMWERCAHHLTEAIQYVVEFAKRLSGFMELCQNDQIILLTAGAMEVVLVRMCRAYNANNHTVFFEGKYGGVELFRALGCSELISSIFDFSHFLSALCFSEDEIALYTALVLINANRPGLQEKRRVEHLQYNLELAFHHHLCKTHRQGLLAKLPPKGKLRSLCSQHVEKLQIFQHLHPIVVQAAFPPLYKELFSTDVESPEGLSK
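Read-out: Photinus luciferase luminescence; inhibitors lower reporter signal. Insect Schneider cells with Gal4-ROR gamma fusion under metallothionein promoter, UAS reporter; 700 uM final copper sulfate induction, 20 hr, ambient temperature.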
uPA generation: cell surface uPA generation inhibition; cell surface uPA generation assay, qHTS; Potency, µM (highest dose often 38.3 µM), for the others: top-dose activity change, negative = inhibition, usual class: inhibitors; 330,000 compounds, 0.31% hits; AID 540303; active = well fitted inhibition curve with a large enough effect; inconclusive = small, poorly fitted or top-dose-only effect; inactive = no such curve, though single readings can be large or run the other way; tested in mouse RAW 264.7 cells; note: % is set by controls: 0 for no effect and ±100 for the full control effect; nearly all actives have a fitted effect of over 55% in size
FLuc counter: inhibits or activates purified firefly luciferase, miR-21 counter-screen | Potency, µM (series often up to 57.5 µM), without a hit: top-dose activity change, negative = inhibition, usual class: inhibitors | AID 588342 | 360,000 compounds, 6.9% hits | purified FLuc, Km substrates, luminescence inhibition | P08659;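 note: plate controls were vehicle for no effect and reference inhibitor for full effect; nearly all actives have a fitted effect of over 55% in size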
Target sequence (P08659 whole entry, looked up): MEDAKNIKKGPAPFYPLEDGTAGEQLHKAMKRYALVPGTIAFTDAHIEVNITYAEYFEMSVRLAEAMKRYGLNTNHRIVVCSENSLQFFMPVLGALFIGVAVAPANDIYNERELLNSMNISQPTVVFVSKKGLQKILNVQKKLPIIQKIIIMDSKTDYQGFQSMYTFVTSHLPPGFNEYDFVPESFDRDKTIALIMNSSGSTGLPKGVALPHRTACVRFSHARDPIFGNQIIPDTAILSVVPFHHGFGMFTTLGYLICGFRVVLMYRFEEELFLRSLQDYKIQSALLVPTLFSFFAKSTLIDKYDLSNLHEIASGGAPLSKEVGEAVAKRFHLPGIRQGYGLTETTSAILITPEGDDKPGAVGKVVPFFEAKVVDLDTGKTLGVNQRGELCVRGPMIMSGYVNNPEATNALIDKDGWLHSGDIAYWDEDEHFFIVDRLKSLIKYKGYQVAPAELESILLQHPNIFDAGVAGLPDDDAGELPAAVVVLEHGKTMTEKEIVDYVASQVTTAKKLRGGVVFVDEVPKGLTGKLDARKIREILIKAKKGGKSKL
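Biochemical qHTS of compounds, final roughly 60 µM downward over six points, against 10 nM purified firefly luciferase using Km concentrations of substrates (10 uM D-luciferin, 10 uM ATP) in Tris acetate pH 7.5 buffer; luminescence output.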
VP16 counter: Gal4-VP16 reporter inhibition counter-screen | Drosophila S2 Gal4-VP16 UAS-luciferase, luminescence, 20 h | Potency, µM (series often up to 53.6 µM), for inactives: at the highest dose activity, negative = inhibition, hits mostly inhibitors | 310,000 compounds, 3.5% hits | AID 2546;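 note: Gal4-VP16 expression switched on by copper sulfate through the metallothionein promoter; % is set by controls: 0 for no effect and ±100 for the full control effect; nearly all actives have a fitted effect of over 50% in size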
ELG1 genotoxic: genotoxicity induction in ELG1-luciferase HEK293T cells. HEK293T ELG1-luciferase reporter, luminescence, 16 h. Potency, µM (doses to about 46 µM), without a hit: top-dose activity change, positive = activation, actives largely listed as activators. 330,000 compounds, 1.3% hits. AID 504466; note: % of control where 0% means no effect; nearly all actives have a fitted effect of over 60% in size
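After overnight (16 hr) compound treatment at 37 °C, ELG1-luciferase HEK293T cells were lysed with ONE-Glo; luminescence quantified 30 min later at room temperature.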
Rab9 promoter act: Rab9 promoter activation; AID 485297; Potency, µM (series often up to 9.22 µM), for the others: at the top dose activation, negative = inhibition, hits mostly activators; Huh7 Rab9 promoter-luciferase reporter, luminescence, 24 h; 320,000 compounds, 2.8% hits; note: % of control where 0% means no effect; nearly all actives have a fitted effect of over 60% in size
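Luminescence read-out: Huh7 cells stably expressing Rab9-luciferase, treated 24 h with compound at 37 °C, then lysed with luciferase reagent for 10 min at ambient before reading.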
* = called active by the depositor; u = inconclusive; x = not tested or not shown; [ ] = dose if it differs, or a comment. Unless noted, calls come from the whole dose curve; as a rule, active = well fitted curve in the direction sought with a large enough effect; inconclusive = small, poorly fitted or top-dose-only effect, or another doubt; inactive = no such curve, though single readings can be large; an effect the other way counts as inactive or inconclusive. Potency is the fitted concentration of half-maximal effect.

SMILES | p53 reactivator | NPC1 prom act | BRCA1 expr act | MBNL1 CUG block | RORgamma inh | uPA generation | FLuc counter | VP16 counter | ELG1 genotoxic | Rab9 promoter act
COC(=O)CSc1nc2cc(Cl)ccc2c(=O)n1C1CCCC1 | -3.3% | 9.3% | -20.6% | -4.0% | 21.6% | 0.3% | 0.9% | -1.2% | -10.1% | -0.8%
Cc1ccc(F)c(NC(=O)CCOc2ccccc2C)c1 | u | -1.3% | 0.0% | -11.6% | -20.8% | -19.4% | 1.4% | -0.7% | -4.1% | -1.0%
COc1cccc(NC(=S)N2CCC(c3ccc(C)cc3)C2)c1 (stereo not given) | u | 29.4% | 89.9% | -3.8% | u | -5.6% | 13.5µM* | u | 6.7% | u
CCOC(=O)CC1=CC(C)(CC(=O)OCC)C(C#N)(C#N)C(N)=C1C#N (stereo not given) | 2.3% | -2.9% | -1.3% | 18.7% | u | 3.6% | 5.0% | 3.2% | -1.5% | 2.2%
COC(=O)c1sccc1NC(=S)Nc1ccc(F)cc1F | 1.8% | -6.3% | -4.6% | -9.7% | 5.62µM* | 8.7% | 2.9% | u | -1.9% | 1.5%
CCN(CC(=O)NCc1cccs1)CC(=O)Nc1ccc(C(N)=O)cc1 | -2.6% | x | -3.8% | x | x | u | x | x | 3.3% | x
O=C(COC(=O)c1ccccc1NC(=O)c1ccco1)NCc1ccc2c(c1)OCO2 | -13.1% | -1.2% | 3.6% | 7.8% | 21.4% | -0.5% | 2.1% | -8.2% | -1.2% | 18.3%
NS(=O)(=O)c1ccc(NC(=O)CCC(=O)N2CCOCC2)cc1 | 6.4% | 0.1% | 12.8% | -3.2% | -12.2% | 0.4% | -0.4% | -2.7% | -0.6% | 0.8%
O=C(Sc1ccccc1)c1cccc(Cn2cc(C(F)(F)F)ccc2=O)c1 | 3.7% | -1.0% | 0.0% | x | -17.3% | 4.1% | -9.9% | 11.9% | -4.8% | 0.7%
COC(=O)c1ccc(N)nc1 | 0.8% | -3.9% | -1.6% | -3.7% | -1.5% | -0.1% | -0.2% | -0.5% | 0.9% | 2.7%
COc1ccc(NC(=O)c2ccc(-c3nn(C)c(=O)c4ccccc34)cc2)cc1C(N)=O | 0.5% | -2.2% | 15.2% | 2.5% | -15.3% | 1.8% | -0.7% | -10.8% | 3.9% | -5.3%
O=C(COC(=O)COc1ccccc1[N+](=O)[O-])Nc1ccccc1Br | -2.1% | -0.5% | 1.1% | x | -1.6%[10 µM] | 2.6% | -12.2% | -3.0% | 1.0% | -9.0%
COc1ccc(N/N=C/c2c(C(=O)O)ccc3ccccc23)cc1 | u | -38.4%[inhibitor] | -53.7% | 7.7% | 1.41µM* | 10µM* | 9.53µM* | 4.47µM* | 5.9% | -38.1%[inhibitor]
CN(C)c1ccc(S(=O)(=O)N2CCCCC2)cc1NC(=O)C1CSC2(C)CCC(=O)N12 (stereo not given) | -0.2% | -1.6% | 4.8% | x | x | -16.2% | 0.6% | x | -1.0% | 1.3%
O=C(OCn1nnc2ccccc2c1=O)c1ccc(S(=O)(=O)N2CCOCC2)cc1 | 2.4% | 1.0% | -16.2% | 4.7% | u | -2.4% | -1.6% | -3.5% | 3.5% | 15.0%
CCN(CC)S(=O)(=O)c1ccc(C)c(NC(=O)Cc2ccc(S(=O)(=O)N3CCOCC3)s2)c1 | -13.7% | 3.6% | -29.2% | 3.8% | 15.3% | 4.5% | 4.0% | -4.2% | -14.7% | -4.3%
COc1ccc(-c2cc(C(F)F)n3ncc(C(=O)Nc4cnn(Cc5ccccc5)c4)c3n2)cc1 | 0.6% | -0.3% | x | -0.8% | 9.1% | x | 0.3% | -0.6% | 0.6% | -4.1%
CC(Sc1nc2c(c(=O)[nH]1)CCCC2)C(=O)Nc1ccccc1C#N (stereo not given) | -3.3% | -2.4% | -6.8% | -5.2% | -0.2% | -1.2% | -0.2% | 9.3% | -0.3% | 0.3%
COc1ccc(NC(=S)N/N=C/c2cccn2Cc2ccc(F)cc2Cl)cc1 | 3.4% | -3.7% | -60.2% | 0.2% | 0.794µM* | -4.0% | 4.4% | 2.82µM* | -8.0% | -6.9%
S=C(NCC1CCCO1)Nc1ccc(Cl)cc1Cl (stereo not given) | u | 29.3% | u | -0.2% | 15.8µM* | -0.1% | u | u | u | -2.8%

A section from the list above:
SMILES | p53 reactivator | NPC1 prom act | BRCA1 expr act | MBNL1 CUG block | RORgamma inh | uPA generation | FLuc counter | VP16 counter | ELG1 genotoxic | Rab9 promoter act
COC(=O)CSc1nc2cc(Cl)ccc2c(=O)n1C1CCCC1 | -3.3% | 9.3% | -20.6% | -4.0% | 21.6% | 0.3% | 0.9% | -1.2% | -10.1% | -0.8%
Cc1ccc(F)c(NC(=O)CCOc2ccccc2C)c1 | u | -1.3% | 0.0% | -11.6% | -20.8% | -19.4% | 1.4% | -0.7% | -4.1% | -1.0%

Continued:
SMILES | p53 reactivator | NPC1 prom act | BRCA1 expr act | MBNL1 CUG block | RORgamma inh | uPA generation | FLuc counter | VP16 counter | ELG1 genotoxic | Rab9 promoter act
Cc1ccc(-c2ccc(C(=O)Nc3ccccc3)o2)c2ccccc12 | 9.6% | 6.4% | 0.0% | 0.4% | u | -9.9% | u | u | -4.1% | 11.9%
CCCC(=O)Nc1nnc(CC(=O)OCC)s1 | 4.1% | -0.8% | 2.1% | -1.4% | -7.4% | 2.8% | -2.0% | -6.0% | -0.7% | 1.8%
S=C(NC1CCCCC1)NC1CC2C=CC1C2 (stereo not given) | 0.6% | 0.5% | -6.9% | -8.4% | u | 4.2% | 1.8% | u | -7.9% | -2.7%
COc1ccc(NC(=O)CC(C(=O)O)C(C)c2ccccc2)cc1 (stereo not given) | 7.9% | -1.5% | -17.9% | -6.1% | u | -2.0% | 1.0% | 3.3% | 0.1% | 6.3%
Cc1cccc(OCC(=O)N2CCN(C(=O)COc3ccc(Cl)cc3)CC2)c1 | -4.1% | -2.0% | 19.5% | 0.1% | 13.5% | -7.8% | 5.5% | 0.8% | -23.8% | -1.6%
COc1ccc(C(=O)c2c3ccc(OC)cc3[n+]([O-])n2CCCC(N)=O)cc1 | -4.7% | 0.0% | -0.5% | x | x | 9.9% | -15.4% | x | 1.8% | -5.3%
CC(=O)C1C(c2ccc([N+](=O)[O-])cc2)c2c(noc2C)CC1(C)O (stereo not given) | 3.1% | -1.9% | -0.6% | 14.2% | 1.3% | 2.2% | 1.7% | -10.7% | -1.0% | 1.1%
Cc1cc(S(=O)(=O)N2CCCCC2CCNC(=O)C(=O)NCc2cccnc2)ccc1F (stereo not given) | -5.3% | -4.5% | -12.6% | x | x | -0.6% | 3.8% | x | 1.0% | 1.3%
Cc1ccc2c(c1)c(C)c(C)n2CC(O)CN1CCCCC1C (stereo not given) | -0.7% | -3.1% | 0.0% | 0.2% | -4.4% | 5.8% | 0.9% | -0.5% | -2.1% | 3.4%
COC(=O)c1ccc(Nc2nc(C)cc(=O)[nH]2)cc1 | 2.8% | 0.9% | -8.3% | -12.2% | 37.8% | 1.5% | -5.9% | -0.7% | 12.5% | 1.4%
Cn1cc(S(=O)(=O)N2CCC3(CC2)OCCO3)c(=O)n(C)c1=O | -0.1% | -5.8% | -8.6% | 12.3% | 14.5% | -1.7% | -0.3% | -17.8% | 4.2% | 0.4%
N#Cc1ccccc1S(=O)(=O)N1CCN(C(=O)CN2CCCSc3ccccc32)CC1 | 10.4% | -0.8% | -16.3% | x | x | -4.5% | x | x | 0.1% | 2.2%
NC(=O)CC(NC(=O)Cc1ccc(Br)cc1)c1ccc(NC2CCCC2)c([N+](=O)[O-])c1 (stereo not given) | 0.7% | -13.6% | -1.9% | -0.2% | 14.4% | u | 0.4% | 2.7% | 1.4% | -17.2%
O=C(NCCc1ccc(Cl)cc1)C1CCC(=O)N1Cc1ccc(F)cc1 (stereo not given) | -6.2% | -4.3% | -0.9% | 4.7% | 1.3% | -2.6% | 2.0% | 8.2% | -5.6% | 1.4%
O=C(CCl)Nc1cc2[nH]c(=O)[nH]c2cc1Br | -12.1% | -16.7% | -87.2% | x | -23.7% | u | -0.8% | u | -18.0% | -36.4%[inhibitor]
Cc1nc(-c2ccc(S(=O)(=O)Oc3ccccc3Cl)s2)cs1 | 5.8% | -1.6% | 6.1% | 14.6% | u | -3.8% | u | -8.3% | -8.9% | -2.0%
Cc1cc(C)n(CC(O)COc2c(C)cccc2C)n1 (stereo not given) | -0.3% | -2.7% | -2.5% | -12.0% | -15.8% | -4.2% | -0.8% | 12.8% | -1.9% | -0.9%
COc1cccc(CCNC(=O)CCCC(=O)c2ccccc2)c1 | -4.0% | -6.5% | -18.8% | -10.7% | 7.4% | -0.1% | 2.1% | 7.7% | 0.5% | 0.4%
c1ccc(-n2c(-c3ccco3)nnc2-c2ccco2)cc1 | -2.0% | -1.0% | -16.1% | -8.4% | 6.1% | 2.4% | -2.1% | 0.9% | -2.8% | -4.3%
O=C(/C=C\c1ccc2c(c1)OCO2)NC1(C(=O)Nc2ccc3c(c2)OCO3)CCCCC1 | -11.5% | -2.6% | -30.3% | -1.3% | 3.4% | 11.0% | 1.1% | -2.1% | -2.9% | 2.5%
Nc1ccc(Nc2nc3ccccc3[nH]2)cc1 | -5.1% | 1.5% | -33.5% | -2.3% | 14.9% | -2.2% | -22.5% | -21.7% | -0.3% | 3.4%

Compound activity from PubChem.
